S3 lipid droplet: qHTS Assay for Lipid Storage Modulators in Drosophila S3 Cells. Drosophila S3 cells, BODIPY lipid droplet fluorescence, 18-24 h; cells fed with added oleic acid. lipid storage change, negative = inhibition, % at the top dose, mostly 46.1 µM; hits show Potency in µM. actives 0.64% (n = 320,000). AID 2685, 2010; active = well fitted inhibition curve with a large enough effect in the signal ratio, with a control signal flat, not every such curve was filed as active; inconclusive = small, poorly fitted or top-dose-only effect, or effect the other way, or a change in a side signal; the % refers to the signal ratio
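Laser-scanning cytometry quantifies lipid droplet accumulation (500–530 nm total intensity; droplet/cell object ratio) in oleic acid-fed (400 uM added) Drosophila S3 cells treated with a concentration series. 20 uM Triacsin C defined 100% inhibition.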
S3 lipid droplet cell count max: further read-out of S3 lipid droplet, marked with its call; cell number change, %; measured here: cell count max response;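 cells counted by Cell Tracker Red CMTPX staining in the red channel; peak over a dose series mostly up to 46.1 µM; percent activity relative to internal control wells on each plate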
Numbers without * were called inactive; i = inactive; ? = inconclusive; · = not tested or not shown; [ ] = dose if it differs, or a comment. % is set by controls: 0 for no effect and ±100 for the full control effect; potency is the fitted concentration of half-maximal effect. Some of the compounds tested. The share of hits here may be higher or lower than overall.

S3 lipid droplet cell count max	S3 lipid droplet	SMILES
19.7	25.4%	Cc1ccc(NC(=O)OCCN2CCN(S(=O)(=O)c3ccc(C)cc3)CCC2=O)cc1
·	?	C#CCOCCOCCOCCNc1nc(N2CCN(C(=O)[C@H](C(C)C)n3cc(CCO)nn3)CC2)nc(N2CCN(C(=O)[C@H](C(C)C)n3cc(CCO)nn3)CC2)n1
7.0	4.7%	CCOc1ccc(-c2nc3ccccc3c(=O)o2)cc1
·	?	CC(C)c1nc2c(c(=O)c3ccccc3n2C)c(=O)n1-c1ccc(F)cc1
7.6	i	CCOC(=O)CNC(=O)c1sc2ncnc(N3CCc4ccccc4C3)c2c1C
·	?	O=C(COc1ccc(Br)cc1)Nc1ccc(-c2nnc(-c3ccco3)o2)cc1
·	?	O=C(CSc1nnc(-c2cccnc2)n1CCc1ccccc1)N1CCCCC1
·	?	Cc1ccc(C(=O)NC2CCCCNC2=O)cc1 (stereo not drawn)
34.5	-12.9%	COc1cccc(C(=O)NC2CCCC2)c1
-8.3	-7.5%	C/C(CC(=O)NCCCN1CCOCC1)=N\NC(=O)COc1ccc(C)cc1
15.6	i	O=c1c2ccccc2nnn1CSc1nnc2ccccn12
-10.9	-10.5%	CC(C)CNS(=O)(=O)c1cc(C(=O)OCC(=O)N(C)C2CCS(=O)(=O)C2)c(Cl)cc1Cl (stereo not drawn)
·	i	Cc1ccc(C)c(NC(=O)c2ccccn2)c1
-8.9	5.8%	Cc1ccccc1-n1nnnc1SCC(=O)N(C)C1CCS(=O)(=O)C1 (stereo not drawn)
·	?	C=CCc1cccc(/C=N/NC(=O)CNc2ccccc2)c1O
·	?	COCCN(C(=O)c1ccccc1)c1nnc(-c2cccnc2)s1
-4.6	10.4%	CS(=O)(=O)N(CC(=O)N1CCCCC1)c1sc2c(c1C#N)CCCC2
-7.7*	20.6µM*	CC(C)NCCOCCSc1ccc(Cl)cc1
·	?	O=C(Nc1ccccc1Cl)c1ccc(-n2cccn2)c([N+](=O)[O-])c1
11.0	i	O=C(Nc1ccc2c(c1)OCCO2)C1CC(c2ccc(F)cc2)=NO1 (stereo not drawn)
·	?	CC(C)C[C@H](NC(=O)OC(C)(C)C)C(=O)N[C@@H](CO)[C@H](O)[C@@H]1C[C@@H]1C(=O)N(C)C
·	?	CC(=O)Nc1ccc(S(=O)(=O)N2CCN=C2SCc2ccccc2C)cc1
8.2	6.8%	COc1cc(/C=N/NC(=O)Cn2cnc3ccccc3c2=O)ccc1O
7.6	-4.6%	Cc1ccc(N/C=C/c2onc(C)c2[N+](=O)[O-])cc1
·	?	CC(=O)Oc1ccc(C(=O)[C@H]2[C@H]3C(=O)N(c4ccc(C)cc4C)C(=O)[C@H]3[C@@H]3C=CC=NN32)cc1
·	?	CCCN1CCN(C(=O)CS(=O)(=O)Cc2nc(-c3cccc(OC)c3)oc2C)CC1
·	?	Cc1csc(Cn2c(CN(C)C)nc3ccccc3c2=O)n1
·	?	COc1ccc(/[N+]([O-])=C/c2ccco2)cc1
2.2	7.4%	O=c1oc2ccccc2cc1-c1ccc(O)cc1O
·	?	CC1(C(=O)O)CC(C)(C(=O)O)CC(C)(C(=O)O)C1 (stereo not drawn)
-5.3	4.4%	CCCCNC(=O)[C@@H]1CSC2c3ccccc3C(=O)N21 (stereo partly drawn)
·	?	CN(c1cccc(NC(=O)c2ccccc2N(C)S(=O)(=O)c2ccccc2)c1)S(C)(=O)=O
·	?	CCCN1C[C@H](CSC)C[C@@H]2c3cccc4[nH]cc(c34)C[C@H]21
3.2	8.9%	Cc1cccc(NC(=S)N(CCCN2CCOCC2)C(C)c2cc3ccccc3o2)c1C (stereo not drawn)
·	?	CC(NCC(=O)Nc1ccccc1C(=O)NC1CC1)c1ccc(S(N)(=O)=O)cc1 (stereo not drawn)
-14.6	-8.9%	COc1ccccc1NS(=O)(=O)c1cccc2cccnc12
·	?	CCc1ccc(-n2c(CSc3nnnn3-c3ccccc3)nc3ccccc3c2=O)cc1
·	i	COC(=O)c1cccc(NC(=O)c2nn(C(C)C)c(=O)c3ccccc23)c1
8.5	6.2%	O=c1c2ccccc2ncn1/N=C/c1ccccc1
·	?	FC(F)(F)c1cnc(Sc2ncn[nH]2)c(Cl)c1
·	?	COc1ccc(OC)c(-c2csc(NC(=O)Cn3[nH]c(=O)c4ccccc4c3=O)n2)c1
0.3	0.7%	COCCCN(CC(=O)NCc1ccccc1)S(=O)(=O)c1ccc(C)cc1
·	?	COCCn1c(SCC(=O)N2CCOCC2)nnc1-c1ccco1
11.1	20.7%	Brc1ccsc1-c1csc(-c2ccncc2)n1
9.8	10.6%	O=C(COC(=O)C1CC2C=CC1C2)NCc1ccccc1Cl (stereo not drawn)
·	?	CCOC(=O)c1cc(Sc2ccccc2N)cc(C(=O)OCC)n1
·	?	CSc1ccc(CN(C)C(C)C(=O)NCC2CCCCC2)cc1 (stereo not drawn)
·	?	COc1ccc(N2C(=O)c3ccccc3NC2c2ccc(NC(C)=O)cc2)c(OC)c1 (stereo not drawn)
-1.2	-6.9%	Cc1cc(C)n2nc(C(=O)NC(C)(C)C)nc2n1
·	18.2%	CC1(C)Cc2cccc(OCC(=O)N3CCN(c4cccc(C(F)(F)F)c4)CC3)c2O1
26.4	-6.0%	CC(=O)N/C(=C\c1ccccc1)C(=O)OCCCOC(=O)/C(=C/c1ccccc1)NC(C)=O
1.6	14.4%	CCCn1c(=O)[nH]c(=O)c2c1nc(-c1ccccc1OC(F)F)n2CCOC
·	?	O=C(O)CC1SC(=Nc2cccc(O)c2)NC1=O (stereo not drawn)
·	?	O=C1c2ccccc2-c2nc3ncnn3c(-c3ccccc3Cl)c21
·	?	COc1ccccc1COC(=O)N/C=C/c1ccco1
·	?	O=C1C=CC(O)(c2cc(=O)c3c(O)cc(O)cc3o2)C=C1

Quoted at random: seven compounds from above
S3 lipid droplet cell count max	S3 lipid droplet	SMILES
2.2	7.4%	O=c1oc2ccccc2cc1-c1ccc(O)cc1O
·	?	COc1ccc(OC)c(-c2csc(NC(=O)Cn3[nH]c(=O)c4ccccc4c3=O)n2)c1
·	?	COc1ccc(N2C(=O)c3ccccc3NC2c2ccc(NC(C)=O)cc2)c(OC)c1 (stereo not drawn)
-8.3	-7.5%	C/C(CC(=O)NCCCN1CCOCC1)=N\NC(=O)COc1ccc(C)cc1
·	?	O=C1c2ccccc2-c2nc3ncnn3c(-c3ccccc3Cl)c21
·	?	CC(C)c1nc2c(c(=O)c3ccccc3n2C)c(=O)n1-c1ccc(F)cc1
·	?	COc1ccccc1COC(=O)N/C=C/c1ccco1

Arranged by value in S3 lipid droplet cell count max (ascending): 5 from the list above.
Compound | S3 lipid droplet cell count max | S3 lipid droplet
COc1ccccc1NS(=O)(=O)c1cccc2cccnc12 | -14.6 | -8.9%
Cc1ccc(N/C=C/c2onc(C)c2[N+](=O)[O-])cc1 | 7.6 | -4.6%
COc1cc(/C=N/NC(=O)Cn2cnc3ccccc3c2=O)ccc1O | 8.2 | 6.8%
O=c1c2ccccc2ncn1/N=C/c1ccccc1 | 8.5 | 6.2%
COc1cccc(C(=O)NC2CCCC2)c1 | 34.5 | -12.9%

More structures:
S3 lipid droplet cell count max	S3 lipid droplet	SMILES
·	?	CCOc1ccc2c(C)c(C)c(=O)oc2c1OCC
·	?	Cc1onc(-c2ccccc2)c1C(=O)OCC(=O)Nc1ccc(OC(F)(F)F)cc1
1.1	9.8%	O=C(Cn1cc2c(n1)CCCCC2)NCCN1CCOCC1
·	i	Cc1ccc(C)c(N(CC(=O)NCc2ccco2)C(=O)CCC(=O)Nc2nccs2)c1
·	?	COc1ccc(-c2cc(C(=O)OCC(=O)N(C)C)c3ccccc3n2)cc1
·	?	CCOc1ccc(Nc2nc(N3CCOCC3)nc(N3CCOCC3)n2)cc1
-0.1	-22.6%	COc1ccc(Oc2ccc(NC(=O)c3ccccc3C)cc2)cc1
·	?	Cc1ccc(-n2nc(C)c3c2OC(N)=C(C#N)C3c2ccc(F)cc2)cc1 (stereo not drawn)
·	?	COc1ccc(-n2c(C)c(C)c3c(N)ncnc32)cc1
-0.2	-13.6%	Cc1ccc(S(=O)(=O)N(CC(=O)Nc2ccccc2-c2ccccc2)c2ccc(C)cc2C)cc1
5.3	i	COC(=O)[C@H](C)NC(=O)NC(C)CCc1ccccc1 (stereo partly drawn)
1.3	16.0%	COc1ccc(C(=O)CC2OC(=O)c3ccccc32)cc1OC (stereo not drawn)
16.2	-10.1%	Cc1cc(N)n2nc(-c3ccccc3)cc2n1
·	?	CCOC(=O)c1ccc(NC(=O)c2nc[nH]c2C(=O)NCc2ccccc2)cc1
·	?	COc1ccc(C2SCC(C(=O)NCc3ccc(F)cc3)N2C(C)=O)cc1 (stereo not drawn)
-1.0	21.5%	O=C(CSc1ccccn1)Nc1ccc(Br)cn1
-14.0	0.9%	CC(C)(CNC(=O)COc1ccccc1Cc1ccccc1)N1CCOCC1
·	?	COC(=O)C12CCC(C)(c3nc4ccccc4nc31)C2(C)C (stereo not drawn)
·	?	O=C(COc1ccccc1)Nc1ccc(S(=O)(=O)N2CCCC2)cc1
6.2	1.0%	CC1CCC(NC(=O)C2c3ccccc3C(=O)N2CCCN2CCOCC2)CC1 (stereo not drawn)
·	i	N=c1n(CCN2CCCCC2)c2ccccc2n1CC(O)c1ccc(Cl)c(Cl)c1 (stereo not drawn)
7.9	i[0.369 µM]	Cc1ccc(S(=O)(=O)CCC(=O)OCC(=O)N2CCN(S(=O)(=O)c3ccc(Cl)cc3)CC2)cc1
·	i	O=C(CSc1ncccn1)NCc1ccccc1
·	?	COc1cc(C(=O)Nc2cc(C)ccn2)cc(OC)c1OC
·	?	COc1ccc(/C=C2/SC(=O)N(CC(=O)NCCC(C)C)C2=O)cc1OC
1.4	-15.6%	COCCCn1c(C)cc(C(=O)COC(=O)CCc2nc3ccccc3c(=O)[nH]2)c1C
0.2	6.5%	O=C(/C=C/c1cn(CC(O)CN2CCOCC2)c2ccccc12)c1cccs1 (stereo not drawn)
3.9	9.4%	Cc1nn(-c2ccccc2)c2c1C(c1cccnc1)N1C=C(S(=O)(=O)N3CCCCC3)C=CC1=N2 (stereo not drawn)
·	?	CC1(C)CC(=O)C2=C(C1)Oc1ncn(CCCn3ccnc3)c(=N)c1C2c1ccccc1 (stereo not drawn)
10.1	19.4%	COc1ccc(C2C(C(=O)c3cccs3)=C(O)C(=O)N2c2cccc(C)n2)cc1OC (stereo not drawn)
-2.8	24.2%	CCOC(=O)c1sc(NC(=O)CN2C(=O)NC3(CCC(C)CC3)C2=O)c(C(=O)OCC)c1C (stereo not drawn)
·	?	Cc1n[nH]c(C)c1C(=O)CC1(O)C(=O)N(Cc2ccccc2)c2ccc(Br)cc21 (stereo not drawn)
-7.1	7.9%	Cn1c(=NC(=O)C2CCN(S(=O)(=O)c3cccs3)CC2)sc2ccccc21
1.9	1.7%	COc1c(NC(C)=O)c2ccccc2c2ccccc12
3.7	12.3%	O=C1COc2ccc(C(=O)COC(=O)COc3ccccc3[N+](=O)[O-])cc2N1
12.7	20.7%	Cc1ccccc1NC(=O)CCC(=O)OCCCC(F)(F)C(F)(F)F
·	?	Cc1ccccc1NC(=O)COC(=O)c1ccc2nc(C)c(C)nc2c1
-3.5	-18.1%	CC(=O)Nc1sc(N/N=C/c2ccccc2)nc1-c1ccc(C)cc1
15.0	20.2%	O=C(NNC1=NCCCCC1)Nc1cccc(Cl)c1
-9.8	1.4%	CC(C)CN(CC(C)C)S(=O)(=O)N1CCC(C(=O)NCc2ccccn2)CC1
15.9	26.1%	COc1cccc(NC(=O)CSc2nc(N)cc(N)n2)c1
-12.7	5.3%	Cc1ccc(NC(=S)N(CCN2CCOCC2)Cc2ccccc2F)cc1
·	?	CC1CN(C(=O)CCNC(=O)c2ccc(Br)cc2)CC(C)O1 (stereo not drawn)
-6.1	5.5%	COc1ccc(/C=C2\CCc3ccccc3C2=O)c(OC)c1OC
3.2	5.3%	CN(C)C(CNC(=O)c1oc2ccccc2c1CSc1ncn[nH]1)c1ccco1 (stereo not drawn)
·	?	Cc1ccc(C(=O)NCCSCc2ccc(Cl)cc2Cl)cc1[N+](=O)[O-]
-15.2	3.1%	Cc1cc(NC(=O)COC(=O)c2cccc(OCc3ccccc3)c2)no1
2.5	10.8%	O=C(Cn1cnc2c(nnn2Cc2ccc(F)cc2)c1=O)NC1CCCC1
·	?	O=C(NCc1ccccn1)c1cccc(S(=O)(=O)Nc2ccc(F)cc2)c1
2.6	-0.1%	CCOC(=O)C1CCCN(Cc2ccc(O)c(OC)c2)C1 (stereo not drawn)
3.6	7.2%	O=C(NCc1ccco1)C(=O)NCC1OCCN1S(=O)(=O)c1ccc(Br)cc1 (stereo not drawn)
·	?	Cc1cc(NC(=O)CCC(=O)N(Cc2ccccc2)C(C(=O)NC2CCCC2)c2ccc(C)o2)no1 (stereo not drawn)
13.2	6.6%	COc1cc(CN2CCCC(C)C2)ccc1OCc1ccccc1 (stereo not drawn)
7.2	9.4%	Cc1ccc([N+](=O)[O-])cc1NC(=S)NC(=O)c1cccs1
·	?	NS(=O)(=O)c1ccc(CCNC(=O)CSCc2ccccc2)cc1
-9.6	-8.8%	Cc1cccc(OCC(=O)Nc2ccc3c4c(cccc24)CC3)c1C

Screening data (PubChem)
